# NFkB binder: binders of NF-kB p50 subunit, primary screen, biochemical, small molecule microarray, anti-His fluorescence; Nuclear factor NF-kappa-B p105 subunit (Homo sapiens), P19838; calls only; anti-His fluorescence binding; actives 1.3% (n = 17,000);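 active means spot fluorescence over background significantly raised, with a chance value under 7% in all four replicate spots of the compound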;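 further: probe protein is his-tagged human p50 processed subunit at 1 µg/ml; raw spot fluorescence signals with no normalization applied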
# Target sequence (P19838 1-433 limits assumed): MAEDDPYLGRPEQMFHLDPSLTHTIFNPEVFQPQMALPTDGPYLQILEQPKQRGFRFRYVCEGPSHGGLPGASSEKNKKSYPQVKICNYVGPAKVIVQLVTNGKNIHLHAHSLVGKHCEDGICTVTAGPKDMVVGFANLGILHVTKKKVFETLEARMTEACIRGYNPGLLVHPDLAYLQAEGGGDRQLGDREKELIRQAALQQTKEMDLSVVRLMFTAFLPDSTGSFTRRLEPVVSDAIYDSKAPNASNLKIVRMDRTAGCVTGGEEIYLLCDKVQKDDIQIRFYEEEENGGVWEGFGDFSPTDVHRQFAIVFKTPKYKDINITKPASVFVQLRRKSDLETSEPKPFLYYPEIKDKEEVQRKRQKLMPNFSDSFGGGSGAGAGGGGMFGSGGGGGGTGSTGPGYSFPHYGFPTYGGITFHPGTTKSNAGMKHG
# Calls only; i = inactive.
Compound | NFkB binder
C=C(CO)C(=O)O[C@H]1C[C@@]23O[C@@H]2CC/C(=C/[C@H]2OC(=O)C(=C)[C@H]12)CO[C@@H]3O | i
CNC[C@@H]1OCCCC[C@H](C)Oc2ccc(NC(=O)c3ccncc3)cc2C(=O)N([C@H](C)CO)C[C@H]1C | i
Cc1noc(C)c1NC(=O)N(C)C[C@@H]1Oc2ccc(NC(=O)C3CC3)cc2CC(=O)N([C@H](C)CO)C[C@H]1C | i
Cc1noc(C)c1S(=O)(=O)Nc1ccc2c(c1)C(=O)N([C@@H](C)CO)C[C@H](C)[C@@H](CN(C)C(=O)Nc1ccc3c(c1)OCO3)O2 | i
CCN(CC)CCNC(=O)COc1ccc(OC)cc1 | i
CN(C)c1ccc(/C=C2\C(=O)Nc3ccccc32)c2ccccc12 | i
CC[C@@H]1Cc2cc(O)ccc2C2=C1c1ccc(O)cc1C[C@H]2CC | i
C[C@H]1CN([C@@H](C)CO)C(=O)Cc2cc(NC(=O)NC3CCCCC3)ccc2O[C@H]1CN(C)Cc1ccc(C(=O)O)cc1 | i
Cc1noc(C)c1NC(=O)Nc1cccc2c1O[C@H](CN(C)Cc1ccc3c(c1)OCO3)[C@@H](C)CN([C@@H](C)CO)C2=O | i
Cc1noc(C)c1S(=O)(=O)Nc1ccc2c(c1)C(=O)N([C@@H](C)CO)C[C@@H](C)[C@H](CN(C)C(=O)c1ccncc1)OCCCC[C@@H](C)O2 | i
COc1cc(Cc2nccc3cc(OC)c(OC)cc23)c(NC(=O)c2cccs2)cc1OC | i
C[C@@H]1CN([C@H](C)CO)C(=O)c2cc(NC(=O)C3CC3)ccc2O[C@@H]1CN(C)Cc1ccc(C(F)(F)F)cc1 | i
O=C(NCCCN1CCCC1=O)c1cc(-c2ccccn2)nc2ccc(Br)cc12 | i
COc1ccc(NC(=O)CSc2nc3c(c(-c4cccs4)c2C#N)CN(C)CC3)cc1OC | i
C[C@H]1CN([C@@H](C)CO)C(=O)c2cccc(NS(=O)(=O)c3ccccc3)c2O[C@@H]1CN(C)C(=O)NC1CCCCC1 | i
N#Cc1c(SCC(=O)Nc2ccccc2)ncc2cc3ccccc3nc12 | i
CNC[C@@H]1Oc2c(NC(=O)Nc3ccccc3)cccc2C(=O)N([C@H](C)CO)C[C@@H]1C | i
Cc1noc(C)c1NC(=O)N(C)C[C@@H]1OCCCC[C@@H](C)Oc2ccc(NS(=O)(=O)c3cccs3)cc2C(=O)N([C@H](C)CO)C[C@@H]1C | i
COc1ccc(S(=O)(=O)Nc2cccc3c2O[C@H](CN(C)Cc2ccc4c(c2)OCO4)[C@@H](C)CN([C@H](C)CO)C3=O)cc1 | i
C[C@@H]1CN([C@@H](C)CO)C(=O)CCCn2nncc2CO[C@H]1CN(C)Cc1ccc(C(F)(F)F)cc1 | i
C[C@@H]1CN([C@H](C)CO)C(=O)c2cc(NS(=O)(=O)c3cccs3)ccc2O[C@@H]1CN(C)CC1CC1 | i
CC(=O)Nc1ccccc1SCC(=O)Nc1ccc(C)cc1 | i
Cc1noc(C)c1S(=O)(=O)N(C)C[C@H]1Oc2ccc(N(C)C)cc2CC(=O)N([C@@H](C)CO)C[C@@H]1C | i
CCn1c(SCC(=O)Nc2cccc(OC)c2)nnc1-c1ccncc1 | i
COc1ccc(S(=O)(=O)Nc2ccc(O)c(Sc3ncn[nH]3)c2)cc1 | i
O=C(NCCNC(=O)c1cc2ccccc2cc1O)c1cc2ccccc2cc1O | i
Cc1noc(C)c1S(=O)(=O)Nc1ccc2c(c1)C(=O)N([C@H](C)CO)C[C@@H](C)[C@@H](CN(C)C(=O)c1ccncc1)OCCCC[C@H](C)O2 | i
COc1ccc(CN(C)C[C@H]2Oc3c(NC(=O)Nc4c(C)noc4C)cccc3C(=O)N([C@@H](C)CO)C[C@@H]2C)cc1 | i
Cc1noc(C)c1S(=O)(=O)N(C)C[C@H]1Oc2c(cccc2N(C)C)C(=O)N([C@H](C)CO)C[C@@H]1C | i
C[C@@H]1CN([C@@H](C)CO)C(=O)Cc2cc(NC(=O)Nc3ccc(F)cc3)ccc2O[C@@H]1CN(C)C | i
C[C@@H]1CN([C@H](C)CO)C(=O)c2cccc(NS(=O)(=O)c3cn(C)cn3)c2O[C@H]1CN(C)C(=O)NC1CCCCC1 | i
C[C@@H]1CCCCO[C@@H](CN(C)S(=O)(=O)c2cccs2)[C@H](C)CN([C@@H](C)CO)C(=O)c2cc(NS(=O)(=O)c3cccs3)ccc2O1 | i
C[C@@H]1CN([C@H](C)CO)C(=O)c2cc(N(C)C)ccc2O[C@@H]1CN(C)C(=O)Nc1ccc2c(c1)OCO2 | i
Cc1ccc(N(CC(=O)Nc2ccccc2-c2ccccc2)S(C)(=O)=O)cc1 | i
O=C(Cn1ncc2ccccc2c1=O)Nc1cccc([N+](=O)[O-])c1 | i
O=C(CCCCCC/C=C/c1ccc2c(c1)OCO2)N1CCCCC1 | i
COc1ccc(S(=O)(=O)N(C)C[C@H]2Oc3ccc(NS(C)(=O)=O)cc3CC(=O)N([C@@H](C)CO)C[C@@H]2C)cc1 | i
C[C@@H]1CN([C@H](C)CO)C(=O)CCCn2cc(nn2)CO[C@@H]1CN(C)S(=O)(=O)c1cccs1 | i
C[C@@H]1CN([C@@H](C)CO)C(=O)Cc2cc(NC(=O)Nc3ccccc3)ccc2O[C@H]1CN(C)Cc1ccc(Cl)c(Cl)c1 | i
CO[C@H]1O[C@H](CO)[C@@H](OC(=O)Nc2ccccc2-c2ccccc2)[C@H](OC(=O)Nc2ccccc2)[C@H]1OC(=O)Nc1ccccc1 | i
C[C@H]1CCCCO[C@@H](CN(C)C(=O)CCCN(C)C)[C@@H](C)CN([C@@H](C)CO)C(=O)c2cc(NC(=O)Nc3ccccc3)ccc2O1 | i
COc1ccc(S(=O)(=O)N(C)C[C@@H]2Oc3ncccc3C(=O)N([C@H](C)CO)C[C@@H]2C)cc1 | i
COc1cc2c(cc1OC)-c1onc(-c3ccc(OCCO)cc3)c1CCCN(CC(C)O)CC2 (stereo not drawn) | i
C[C@@H]1CN([C@H](C)CO)C(=O)c2cccc(NS(C)(=O)=O)c2O[C@H]1CN(C)Cc1ccc(Cl)c(Cl)c1 | i
Cc1ccccc1N=C(N)Nc1ccccc1C | i
CC(C)NC(=O)Nc1ccc2c(c1)C(=O)N([C@@H](C)CO)C[C@H](C)[C@@H](CN(C)C(=O)CCCN(C)C)OCCCC[C@H](C)O2 | i
C[C@@H]1CN([C@@H](C)CO)C(=O)Cc2cc(NC(=O)C3CC3)ccc2O[C@H]1CN(C)Cc1ccncc1 | i
C[C@@H]1CN([C@@H](C)CO)C(=O)c2cc(NC(=O)Nc3ccc(F)cc3)ccc2O[C@@H](C)CCCCO[C@@H]1CN(C)Cc1ccc(C(=O)O)cc1 | i
C[C@H](CO)N1C[C@H](C)[C@H](CN(C)Cc2ccc(C(=O)O)cc2)OCCCC[C@H](C)Oc2ccc(NC(=O)c3ccncc3)cc2C1=O | i
C=CC[C@@H]1/C=C(\C)C[C@H](C)C[C@H](OC)[C@H]2O[C@@](O)(C(=O)C(=O)N3CCCC[C@H]3C(=O)O[C@H](/C(C)=C/[C@@H]3CC[C@@H](O)[C@H](OC)C3)[C@H](C)[C@@H](O)CC1=O)[C@H](C)C[C@@H]2OC | i

# Additional records follow:
Compound | NFkB binder
C[C@@H]1CCCCO[C@H](CN(C)C(=O)c2ccccc2)[C@@H](C)CN([C@H](C)CO)C(=O)c2cc(NC(=O)Nc3ccc4c(c3)OCO4)ccc2O1 | i
O=C1NC(c2ccccc2)(C(F)(F)F)C(=O)N1Cc1cccnc1 (stereo not drawn) | i
Cc1cc(C(=O)Nc2cccc3c2O[C@@H](CN(C)Cc2ccc4c(c2)OCO4)[C@@H](C)CN([C@@H](C)CO)C3=O)n(C)n1 | i
COc1ccc(CN(C)C[C@@H]2Oc3ccc(NC(=O)CCN4CCOCC4)cc3C(=O)N([C@@H](C)CO)C[C@@H]2C)cc1 | i
COc1ccc(S(=O)(=O)N(C)C[C@@H]2Oc3ccc(NC(=O)Nc4ccc(C(F)(F)F)cc4)cc3CC(=O)N([C@H](C)CO)C[C@H]2C)cc1 | i
COc1ccc(-n2c(SCc3nc4ccccc4s3)nnc2-c2cccnc2)cc1 | i
COc1ccc(NC(=O)N(C)C[C@H]2Oc3ccc(NC(=O)Nc4cccc5ccccc45)cc3CC(=O)N([C@@H](C)CO)C[C@H]2C)cc1 | i
CCOC(=O)Cc1nnc(Nc2cccc(C)c2)c2ccccc12 | i
COc1ccccc1CN(C)C[C@H]1OCc2cn(nn2)CCCC(=O)N([C@H](C)CO)C[C@@H]1C | i
C[C@@H]1CN([C@@H](C)CO)C(=O)Cc2cc(NC(=O)Nc3ccc(C(F)(F)F)cc3)ccc2O[C@@H]1CN(C)S(=O)(=O)c1cccs1 | i

# Part of the list above, set out differently:
COc1ccccc1CN(C)C[C@H]1OCc2cn(nn2)CCCC(=O)N([C@H](C)CO)C[C@@H]1C
  NFkB binder: i
O=C1NC(c2ccccc2)(C(F)(F)F)C(=O)N1Cc1cccnc1 (stereo not drawn)
  NFkB binder: i
C[C@@H]1CN([C@@H](C)CO)C(=O)Cc2cc(NC(=O)Nc3ccc(C(F)(F)F)cc3)ccc2O[C@@H]1CN(C)S(=O)(=O)c1cccs1
  NFkB binder: i

# Further structures.
Compound | NFkB binder
COc1cc2c(cc1OC)CN(C(=O)[C@@H]1[C@H]3C(=O)O[C@H](c4ccccc4)[C@H](c4ccccc4)N3[C@H](c3ccc(O)cc3)[C@@]13C(=O)Nc1ccc(C#CC4(O)CCCCCC4)cc13)CC2 | i
O=C(CCc1nc(-c2ccccc2Cl)no1)Nc1ccc(Cl)c(Cl)c1 | i
COc1cc(S(=O)(=O)Nc2ccncc2)c(OC)cc1Cl | i
CCc1cc(C(C)=O)c(O)cc1OCCCCCC(C)(C)c1nn[nH]n1 | i
C[C@@H]1CN([C@H](C)CO)C(=O)Cc2cc(NC(=O)Nc3ccc(C(F)(F)F)cc3)ccc2O[C@H]1CN(C)S(=O)(=O)c1ccccc1 | i
C[C@@H]1CN([C@@H](C)CO)C(=O)c2cc(NC(=O)CCN3CCOCC3)ccc2O[C@@H]1CN(C)C(=O)Nc1ccc2c(c1)OCO2 | i
C[C@@H]1CN([C@@H](C)CO)C(=O)c2cccc(NS(=O)(=O)c3cn(C)cn3)c2O[C@@H]1CN(C)S(=O)(=O)c1ccc(F)cc1 | i
COc1ccc(CN(C)C[C@H]2Oc3c(NC(=O)NC4CCCCC4)cccc3C(=O)N([C@H](C)CO)C[C@H]2C)cc1 | i
COc1ccc(-c2nnnn2C)cc1S(=O)(=O)NCc1ccccc1 | i
C[C@H](CO)N1C[C@H](C)[C@@H](CN(C)C(=O)NC2CCCCC2)Oc2ccc(NC(=O)c3ccncc3)cc2C1=O | i
Cc1noc(C)c1S(=O)(=O)Nc1cccc2c1O[C@H](CN(C)Cc1ccc3c(c1)OCO3)[C@H](C)CN([C@H](C)CO)C2=O | i
CC(C)NC(=O)N(C)C[C@H]1OCCCC[C@H](C)Oc2ccc(NC(=O)Nc3cccc4ccccc34)cc2C(=O)N([C@H](C)CO)C[C@@H]1C | i
C[C@@H]1CCCCO[C@H](CN(C)Cc2ccccc2)[C@H](C)CN([C@H](C)CO)C(=O)c2cc(NS(C)(=O)=O)ccc2O1 | i
CCn1c(SCC(=O)c2ccccc2)nnc1-c1ccco1 | i
C[C@H]1CCCCO[C@H](CN(C)C(=O)c2ccncc2)[C@@H](C)CN([C@@H](C)CO)C(=O)c2cc(NS(C)(=O)=O)ccc2O1 | i
C[C@H](CO)N1C[C@H](C)[C@@H](CN(C)Cc2ccc3c(c2)OCO3)Oc2c(NC(=O)C3CC3)cccc2C1=O | i
COc1ccc(S(=O)(=O)Nc2ccc3c(c2)C(=O)N([C@H](C)CO)C[C@H](C)[C@@H](CN(C)S(=O)(=O)c2cn(C)cn2)O3)cc1 | i
C[C@H]1CN([C@@H](C)CO)C(=O)c2cccc(NC(=O)c3cnccn3)c2O[C@@H]1CN(C)S(=O)(=O)c1cn(C)cn1 | i
C[C@@H]1CCCCO[C@H](CN(C)C(=O)Nc2ccc3c(c2)OCO3)[C@@H](C)CN([C@@H](C)CO)C(=O)c2cc(NS(C)(=O)=O)ccc2O1 | i
[N-]=[N+]=NCc1ccccc1C[C@]1(C(=O)NCC(O)CO)N=C(c2ccc(OCCCO)cc2)O[C@H]1c1ccccc1 (stereo partly drawn) | i

# Continued; it opens with the 2 that closed the last part.
Compound | NFkB binder
C[C@@H]1CCCCO[C@H](CN(C)C(=O)Nc2ccc3c(c2)OCO3)[C@@H](C)CN([C@@H](C)CO)C(=O)c2cc(NS(C)(=O)=O)ccc2O1 | i
[N-]=[N+]=NCc1ccccc1C[C@]1(C(=O)NCC(O)CO)N=C(c2ccc(OCCCO)cc2)O[C@H]1c1ccccc1 (stereo partly drawn) | i
C[C@H](CO)N1C[C@H](C)[C@H](CN(C)Cc2ccccc2)OCCCC[C@H](C)Oc2ccc(N(C)C)cc2C1=O | i
C[C@H]1CCCCO[C@@H](CN(C)C(=O)C2CCCCC2)[C@@H](C)CN([C@@H](C)CO)C(=O)c2cc(NS(C)(=O)=O)ccc2O1 | i
O=C(NCCO)C1=C[C@H](Oc2ccccc2I)[C@@H](O)[C@H](N(Cc2ccco2)C(=O)Cc2ccccc2)C1 | i
Cc1nnc(SCC(=O)Nc2ccc(Oc3ccccc3)cc2)[nH]c1=O | i
C[C@@H]1CN([C@H](C)CO)C(=O)CCCn2cc(nn2)CO[C@@H]1CN(C)C | i

# Screens as filed in PubChem BioAssay.

# Only part of the results is shown; rates above refer to the full screens.
